# High-throughput results as filed in PubChem BioAssay.
# Apoferritin bind = candidate novel general anesthetic via apoferritin binding; P02791; apoferritin/1-aminoanthracene competitive binding, fluorescence; Potency, µM (top dose mostly 77.5 µM), inactives show at the top dose activity change, negative = displacement, actives largely listed as inhibitors; actives 0.074% (n = 350,000); AID 485281; note: potency is the fitted concentration of half-maximal effect; % is set by controls: 0 for no effect and ±100 for the full control effect; nearly all actives have a fitted effect of over 20% in size
#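 In PBS, apoferritin at 10 uM is loaded with 1-AMA from a 50% saturated solution. After 10 min of compound exposure at ambient temperature, reduced 535 nm fluorescence indicates probe displacement.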
# Pol kappa inh = DNA polymerase kappa (human) inhibition; Q9UBT6; purified Pol kappa, fluorescent DNA synthesis assay, 10 min; Potency, µM (doses to about 107 µM), for inactives: at the top dose activity, negative = inhibition, hits mostly inhibitors; actives 0.53% (n = 400,000); AID 588579; note: potency is the fitted concentration of half-maximal effect; % is set by controls: 0 for no effect and ±100 for the full control effect
#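 10 nM Pol kappa preincubated 15 min at room temperature with compounds, then reaction started with substrate at 50 nM final. Fluorescence read kinetically at 0 and 10 min; buffer-only wells served as negative control.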
# RGS4 inh = inhibitors of human regulator of G protein signaling 4; P49798; Transcreener GDP fluorescence polarization, RGS4-accelerated GTP hydrolysis; Potency, µM (top dose mostly 114 µM), without a hit: at the highest dose activity change, negative = inhibition, actives largely listed as inhibitors; actives 0.039% (n = 390,000); AID 504845; note: potency is the fitted concentration of half-maximal effect; % is set by controls: 0 for no effect and ±100 for the full control effect; nearly all actives have a fitted effect of over 75% in size; some results filed as inactive show a strong effect at the top dose
# Target sequence (P49798 whole entry, looked up): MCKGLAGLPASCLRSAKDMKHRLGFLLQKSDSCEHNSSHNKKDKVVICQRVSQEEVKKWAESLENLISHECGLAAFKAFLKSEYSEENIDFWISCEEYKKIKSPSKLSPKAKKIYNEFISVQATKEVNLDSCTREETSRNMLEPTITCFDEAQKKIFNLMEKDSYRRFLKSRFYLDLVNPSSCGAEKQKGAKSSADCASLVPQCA
#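 MLSMR compounds (23 nl, pin-transferred) preincubated 10 min at room temperature with a 500nM (2x) first reagent, then RGS4 at 900nM (2x) plus Transcreener GDP mix added; fluorescence polarization (620/688 nm) read before and after 90 min at 30 °C.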
# ERG Ets-DNA blk = ERG Ets/DNA interaction inhibition | P11308 | fluorescence polarization, His-ERG Ets domain / labelled DNA | Potency, µM (highest dose often 76.9 µM), for inactives: top-dose FP activity, negative = inhibition, usual class: inhibitors | actives 0.028% (n = 370,000) | AID 624246; active = well fitted inhibition curve with a large enough effect in the polarisation, with a control signal flat; inconclusive = small, poorly fitted or top-dose-only effect, or effect the other way, or a change in a side signal; inactive = no such curve, though single readings can be large or run the other way; the % refers to the polarisation;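 note: polarization taken with two DNA probes labelled with fluorescein and Texas red; potency is the fitted concentration of half-maximal effect; % of control where 0% means no effect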
# Target sequence (P11308 whole entry, looked up, the tested form may be a part): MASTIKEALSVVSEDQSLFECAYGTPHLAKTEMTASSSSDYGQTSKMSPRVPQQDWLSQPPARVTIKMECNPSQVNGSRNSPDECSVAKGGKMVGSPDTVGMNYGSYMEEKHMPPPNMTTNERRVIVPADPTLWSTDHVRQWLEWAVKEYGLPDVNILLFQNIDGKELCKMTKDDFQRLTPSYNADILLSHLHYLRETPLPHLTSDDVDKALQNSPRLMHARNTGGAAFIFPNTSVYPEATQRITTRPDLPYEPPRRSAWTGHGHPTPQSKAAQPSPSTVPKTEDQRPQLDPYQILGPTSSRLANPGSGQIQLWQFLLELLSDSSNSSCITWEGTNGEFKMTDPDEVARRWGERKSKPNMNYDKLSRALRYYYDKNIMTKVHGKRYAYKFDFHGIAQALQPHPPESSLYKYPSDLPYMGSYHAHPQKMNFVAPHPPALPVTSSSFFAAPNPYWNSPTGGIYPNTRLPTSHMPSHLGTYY
#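 His-tagged ERG Ets domain (1 uM in the protein solution; 300mM KCl, 50mM Tris-HCl, 1mM EDTA, 1mM DTT, pH 7.5) received compound, then a probe mix of 5 nM fluorescein-DNA and 100nM Texas-615-DNA. Fluorescence polarization was read for both dyes.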
# POLH inh = blocks human DNA polymerase eta activity. Q9Y253. recombinant Pol eta, fluorescent DNA replication assay. Potency, µM (top dose mostly 114 µM), for inactives: at the highest dose activity change, negative = inhibition, most hits filed as inhibitors. actives 1.2% (n = 390,000). AID 588591; note: potency is the fitted concentration of half-maximal effect; % is set by controls: 0 for no effect and ±100 for the full control effect
#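 Pol eta at 10 nM preincubated with compounds 15 min at room temperature; reaction started with fluorescent substrate (50 nM final) and read kinetically at 0 and 10 min.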
# APEX1 inh = APE1 (human) endonuclease inhibition. recombinant APE1, TAMRA/BHQ-2 abasic DNA cleavage fluorescence. actives 0.35% (n = 350,000). Potency, µM (highest dose often 65.8 µM), inactives show top-dose activity change, negative = inhibition, actives largely listed as inhibitors. AID 2517. P27695;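 note: potency is the fitted concentration of half-maximal effect; plate controls were vehicle for no effect and reference inhibitor for full effect; nearly all actives have a fitted effect of over 55% in size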
# Target sequence (P27695 whole entry, looked up): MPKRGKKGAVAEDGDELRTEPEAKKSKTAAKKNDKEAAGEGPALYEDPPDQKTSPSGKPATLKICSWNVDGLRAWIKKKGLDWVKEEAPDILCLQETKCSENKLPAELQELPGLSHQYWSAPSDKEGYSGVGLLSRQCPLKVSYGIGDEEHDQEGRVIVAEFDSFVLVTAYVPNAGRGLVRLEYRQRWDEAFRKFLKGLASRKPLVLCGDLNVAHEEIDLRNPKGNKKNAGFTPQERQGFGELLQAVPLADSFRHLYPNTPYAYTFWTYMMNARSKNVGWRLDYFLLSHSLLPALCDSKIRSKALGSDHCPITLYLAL
#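 Quantitative HTS: incision of a TAMRA/BHQ-2 double-stranded substrate bearing a tetrahydrofuran abasic site by 0.75 nM APE1 raises fluorescence. Substrate 50 nM final, added after 15 min compound preincubation at room temperature; progress as third-minus-first kinetic read difference.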
# LDHA block = LDHA (human) enzyme inhibition; activity change, % (values are at about 110 or 230 µM); AID 1347041; purified LDHA, NADH/diaphorase-resazurin fluorescence; hits give low values; P00338; actives 0.15% (n = 480,000); in the data active = activity change below about -30%; inconclusive = mostly about -25% to -30%;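 note: plate controls were DMSO wells for no effect and wells without enzyme for full effect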
#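 Enzyme activity of human lactate dehydrogenase 5 (2 nM; 0.06 mM NADH, 0.2 mM pyruvate, 5 min, RT) is measured via a resazurin/diaphorase fluorescence readout of residual NADH.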
# POLB inh = DNA polymerase beta (human) inhibition. P06746. Pol beta primer extension/strand displacement, fluorescence kinetic. Potency, µM (highest dose often 114 µM), inactives show at the top dose activity change, negative = inhibition, usual class: inhibitors. actives 1.3% (n = 340,000). AID 485314; note: potency is the fitted concentration of half-maximal effect; % is set by controls: 0 for no effect and ±100 for the full control effect
#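 Reaction started by 50 nM substrate onto compound-treated Pol beta (10 nM, 15 min preincubation, room temperature); plates read at 0 min and 10 min. Normalized concentration-effect data fitted by four-parameter Hill equation.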
# ALOX12 inh = inhibitors of human 12S-lipoxygenase ALOX12. P18054. purified 12hLO, xylenol orange hydroperoxide absorbance. Potency, µM (top dose mostly 108 µM), without a hit: top-dose activity change, negative = inhibition, most hits filed as inhibitors. actives 1.1% (n = 580,000); note: potency is the fitted concentration of half-maximal effect; % is set by controls: 0 for no effect and ±100 for the full control effect
#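 Purified human 12hLO at 150 nM in 25 mM Hepes, 0.01% Triton X-100, pH 7.0, preincubated 15 min at room temperature with compound. Reaction started with 40 uM arachidonic acid, 30 min at room temperature. Hydroperoxide measured by Fe-xylenol orange, 573/405 nm absorbance ratio.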
# An asterisk follows results filed as active; ? = inconclusive; / = not tested or not shown; [ ] = dose if it differs, or a comment. Unless noted, calls come from the whole dose curve; as a rule, active = well fitted curve in the direction sought with a large enough effect; inconclusive = small, poorly fitted or top-dose-only effect, or another doubt; inactive = no such curve, though single readings can be large; an effect the other way counts as inactive or inconclusive. Some of the compounds tested. The share of hits here may be higher or lower than overall.
entry	SMILES	Apoferritin bind	Pol kappa inh	RGS4 inh	ERG Ets-DNA blk	POLH inh
1	Cc1ccc(/C=N/N2CCCCC2)o1	-3%	-9%	-9%	-4%	-9%
2	O=C(c1cc(COc2c(F)cccc2F)on1)N1CCSCC1	-1%	-5%	-13%	5%	-17%
3	CCc1nc(N2CCC3(CC2)OCCO3)c2nnn(Cc3ccccc3)c2n1	-4%	1%	-45%	2%	-16%
4	CCOC(=O)C(CC)Sc1nnc2cc(C)c3ccccc3n12 (centres undefined)	/	-3%	-51%	2%	-5%
5	O=C1NC2(CCCC2)C(=O)N1CC(=O)N(Cc1ccccc1)c1ccccc1	/	10%	2%	-1%	6%
6	CC(=O)Nc1ccc(S(=O)(=O)Oc2ccc(/C=N/N=C3/NC(=O)C(CC(=O)O)S3)cc2)cc1 (centres undefined)	-7%	-29%	-4%	23%	7%
7	COC(=O)C(Cc1c[nH]c2ccccc12)N1CCS(=O)(=O)CC1 (centres undefined)	-2%	-9%	-20%	1%	-13%
8	COc1ccc(Cc2nnc(SCC(=O)N3CCCC(C)C3)o2)cc1 (centres undefined)	?	10%	-25%	30%[activator]	-8%
9	CCOc1ccc(OCCSc2nnnn2-c2ccccc2)cc1	50%[activator]	-4%	-25%	3%	-18%
10	Cc1ccc(NC(=O)c2ccc(C)c(S(=O)(=O)N3CCCCCC3)c2)cc1	-2%	-4%[60.1 µM]	-13%	0%	-20%
11	COc1ccc(N(C(C)=O)C2C=CS(=O)(=O)C2)c(OC)c1 (centres undefined)	-1%	-8%	-7%	-8%	4%
12	Cc1ccc(-n2ccc(-c3nn(-c4ccccc4)ccc3=O)n2)cc1	-12%	-30%	11%	3%	-16%
13	CC(=O)Nc1ccc(C)c(NS(=O)(=O)c2cccc(C(F)(F)F)c2)c1	-9%	4%	17%	-9%	-12%
14	Cc1ccc(Cn2ccnc2SCC(=O)NCc2ccc(F)cc2)cc1	4%	-8%[60.1 µM]	7%	2%	-10%
15	CCCCn1c(O)c(N=NC(=O)c2ccco2)c2ccccc21	-14%	-1%	?	-2%	-19%

entry	APEX1 inh	LDHA block	POLB inh	ALOX12 inh
1	1%	-5	4%	3%
2	-2%	5	16%	17%
3	-5%	0	28%	7%
4	/	-2	/	0%
5	1%	-7	/	-13%
6	-3%	-3	-10%	-1%
7	4%	-5	-7%	-25%
8	-2%	0	13%	-13%
9	-1%	-8	0%	?
10	/	4	-17%	0%
11	-6%	-1	-5%	9%[57.4 µM]
12	-1%	-9	33%	-10%
13	0%	-7	3%	0%
14	/	-1	7%	0%
15	7%	-2	4%	-18%

# Other records.
entry	SMILES	Apoferritin bind	Pol kappa inh	RGS4 inh	ERG Ets-DNA blk	POLH inh
16	O=C1CCc2cc(S(=O)(=O)N3CCN(Cc4ccc5c(c4)OCO5)CC3)ccc2N1	-22%	-6%	20%	5%	6%
17	Cc1cccc(N2CCN(C(=O)c3cc(S(=O)(=O)N4CCCC4)cn3C)CC2)c1C	?	-10%	11%	7%	-11%
18	O=C(CSc1nc2c([nH]c3ccccc32)c(=O)n1-c1ccccc1)Nc1ccccc1C(F)(F)F	-5%	-6%[60.1 µM]	1%	-1%	-4%
19	Cc1cccc(NC(=O)CSc2ncc3c(n2)-c2ccccc2N(Cc2ccc(F)cc2)S3(=O)=O)c1C	-11%	-14%	?	1%	-5%
20	O=C(c1ccc(Br)o1)N1CCN=C1SCc1cccc(F)c1	-11%	-9%	14%	3%	-7%
21	COc1ccccc1NC(=O)Cc1cccc2ccccc12	-5%	-2%	-23%	4%	-14%
22	CCOc1ccc(-c2cc(C(=O)N/N=C/c3ccc(O)cc3)c3ccccc3n2)cc1	/	-3%	-5%	1%	-12%
23	Cc1nc(NC(=O)COC(=O)C(C)NC(=O)c2ccccc2)c(Cl)cc1Cl (centres undefined)	/	-21%	5%	8%	-4%
24	Cc1ccccc1C(=O)NCCOc1ccccc1Cl	-10%	0%	-8%	7%	-19%
25	Cc1cc(C)c(OCC(=O)N(Cc2cccs2)C2CCS(=O)(=O)C2)c(C)c1 (centres undefined)	5%	-23%	5%	-6%	-13%
26	O=C(Cn1c(=O)n(Cc2ccc(F)cc2)c(=O)c2sc3ccccc3c21)NCc1ccccc1Cl	-4%	12%	7%	2%	-7%
27	Cc1sc2ccccc2[n+]1CC(=O)c1ccccc1	-24%	4%	?	3%	-19%
28	CCOCCCn1c(=N)c(C(=O)NC(C)c2ccccc2)cc2c(=O)n3cc(C)ccc3nc21 (centres undefined)	84%[activator]	-4%	4%	-2%	5%
29	O=C(CSc1ncn[nH]1)Nc1nc(-c2ccccc2)cs1	-16%	0%	3%	-9%	-1%
30	Cc1ccc(S(=O)(=O)Nc2cccc(C(=O)NCC(c3ccco3)N(C)C)c2)cc1F (centres undefined)	/	-23%	7%	-8%	-3%

entry	APEX1 inh	LDHA block	POLB inh	ALOX12 inh
16	-10%	-3	-14%	16%
17	58%[activator]	0	1%	-2%
18	/	-7	11%	-15%
19	/	-12	3%	?
20	-3%	-3	30%	-8%
21	2%	-2	28%	-9%
22	/	-6	/	0%
23	-3%	-13	/	?
24	-9%	0	13%	-33%
25	-13%	-7	8%	-2%
26	/	-1	9%	-31%
27	17%	-1	27%	/
28	/	-10	-1%	?
29	-3%	0	13%	13%
30	0%	-3	/	-12%

# Copied from the list.
# POLH inh with `CCOCCCn1c(=N)c(C(=O)NC(C)c2ccccc2)cc2c(=O)n3cc(C)ccc3nc21` (centres undefined) reads 5%
# RGS4 inh with `Cc1nc(NC(=O)COC(=O)C(C)NC(=O)c2ccccc2)c(Cl)cc1Cl` (centres undefined) reads 5%
# RGS4 inh with `Cc1cccc(N2CCN(C(=O)c3cc(S(=O)(=O)N4CCCC4)cn3C)CC2)c1C` reads 11%
# ALOX12 inh with `Cc1cc(C)c(OCC(=O)N(Cc2cccs2)C2CCS(=O)(=O)C2)c(C)c1` (centres undefined) reads -2%

# Continued.
entry	SMILES	Apoferritin bind	Pol kappa inh	RGS4 inh	ERG Ets-DNA blk	POLH inh
31	COc1ccc(CNc2n[nH]c(-c3ccco3)n2)cc1OC	4%	-1%	19%	4%	-20%
32	Cn1nc(-c2ccccc2F)c2cc(C(=O)NCc3ccc(Cl)cc3)sc21	53%	-17%	34%	1%	-13%
33	CCc1ccc(S(=O)(=O)c2c[nH]c3cc(OC)c(OC)cc3c2=O)cc1	-11%	-7%	-7%	-1%	2%
34	COCCNC(=O)/C(C#N)=C/c1cc(C(C)C)c(OC)cc1C	?	-13%	-3%	11%	-3%
35	O=C1CN(C(=O)COC(=O)c2cccs2)c2ccccc2N1	/	-19%	-16%	3%	-21%
36	O=C(NCc1ccc2c(c1)OCO2)NC12CC3CC(CC(C3)C1)C2	?	-6%	-5%	12%	0%
37	CCOC(=O)C1CCN(C(=O)c2ccc(Cl)c(Cl)c2)CC1	-3%	-3%	-12%	2%	-16%
38	COc1ccc2nc(NC(=O)c3cccs3)sc2c1	54%[activator]	-1%	-11%	-10%	-23%
39	CCN(CC)CCNC(=O)/C(=C/c1cn(CC)c2ccccc12)NC(=O)c1cc(OC)c(OC)c(OC)c1	-18%	16%	-3%	5%	-4%
40	O=C(NC1CC1)c1cccc2c1C(=O)c1ccc(N3CCC(Cc4ccccc4)CC3)cc1S2(=O)=O	/	?	-5%	5%	-10%
41	COc1ccc(N2CCN(CCNC(=O)CCN3C(=O)COc4ccccc43)CC2)cc1	9%	-4%	1%	/	-14%
42	CC(OC(=O)CCCCCN=C1NS(=O)(=O)c2ccccc21)C(=O)Nc1cc(Cl)cc(Cl)c1 (centres undefined)	-11%	-19%	-42%	/	-18%
43	Cc1ccc(Cn2c(C(C)Nc3nc(-c4ccc(F)cc4)cs3)nc3cc(Cl)c(Cl)cc32)cc1 (centres undefined)	/	9%	-27%	3%	-14%
44	COc1cc(CC(=O)NCc2ccccn2)cc(OC)c1OC	-12%	-13%	11%	-1%	1%
45	CN(Cc1ccccc1)C(=O)CNC(=O)Cn1cnc2ccccc2c1=O	1%	-6%	-10%	-7%	-8%
46	CCN(CC)CCNC(=O)Cn1ncc2c3ccccc3n(Cc3ccccc3C)c2c1=O	?	1%	-31%	-16%	-9%

entry	APEX1 inh	LDHA block	POLB inh	ALOX12 inh
31	/	-5	33%	-1%
32	/	-4	9%	-22%
33	/	0	0%	6%
34	-6%	-2	3%	-3%
35	27%	-2	/	-1%
36	-1%	-2	6%	17%
37	1%	1	-13%	0%
38	11%	-2	33%	0%
39	20%	1	20%	-8%
40	34%	-9	/	-7%
41	16%	-1	13%	10%
42	-4%	-6	21%	-15%
43	/	0	/	-22%
44	-4%	-2	2%	4%
45	5%	-10	2%	57%[activator]
46	/	3	40%[activator]	-30%

# 2 entries from above, with two lines to a compound:
# Sequence of screens: Apoferritin bind	Pol kappa inh	RGS4 inh	ERG Ets-DNA blk	POLH inh	APEX1 inh	LDHA block	POLB inh	ALOX12 inh
42: CC(OC(=O)CCCCCN=C1NS(=O)(=O)c2ccccc21)C(=O)Nc1cc(Cl)cc(Cl)c1 (centres undefined)
 : -11%	-19%	-42%	/	-18%	-4%	-6	21%	-15%
38: COc1ccc2nc(NC(=O)c3cccs3)sc2c1
 : 54%[activator]	-1%	-11%	-10%	-23%	11%	-2	33%	0%
